Assay outcomes deposited in PubChem by National Center for Advancing Translational Sciences (NCATS).
BCR signal inh: qHTS Assay to Find Inhibitors of Chronic Active B-Cell Receptor Signaling | AID 493014, 2011 | actives 0.05% (n = 340,000) | ABC-DLBCL IkBa-CBG/CBR reporter, luminescence ratio, 4 h | Potency, µM (highest dose often 46.1 µM), for inactives: at the highest dose ratio change, negative = lower green/red ratio, hits mostly inhibitors; active = well fitted inhibition curve with a large enough effect in the signal ratio, with a control signal flat, not every such curve was filed as active; inconclusive = small, poorly fitted or top-dose-only effect, or effect the other way, or a change in a side signal; the % refers to the signal ratio;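 note: potency is the fitted concentration of half-maximal effect; plate controls were basal doxycycline-induced cells for no effect and cells given 10 µM MG132 for full effect; MG132 reads +100%, hits lower the ratio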
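Doxycycline induced both beetle luciferases in TMD8 lymphoma cells; IKK-driven degradation limits the IkappaBalpha-fused green signal, while red luminescence normalises for cell number and nonspecific effects. Compounds tested up to 46 uM, 4 hrs.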
B2AR arrestin: qHTS assay of beta-arrestin-biased ligands of beta2-adrenergic receptor; Beta-2 adrenergic receptor (Homo sapiens), P07550; beta-arrestin recruitment to beta2AR, cell-based reporter; Potency, µM (titrated, usually from 46.1 µM), for the others: at the top dose activation, usual class: activators; actives 0.02% (n = 330,000); AID 492947, 2010;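 note: potency is the fitted concentration of half-maximal effect; 0% = DMSO controls and full agonism = EC100 isoproterenol or metaproterenol; nearly all actives have a fitted effect of over 65% in size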
Target sequence (P07550 whole entry, looked up): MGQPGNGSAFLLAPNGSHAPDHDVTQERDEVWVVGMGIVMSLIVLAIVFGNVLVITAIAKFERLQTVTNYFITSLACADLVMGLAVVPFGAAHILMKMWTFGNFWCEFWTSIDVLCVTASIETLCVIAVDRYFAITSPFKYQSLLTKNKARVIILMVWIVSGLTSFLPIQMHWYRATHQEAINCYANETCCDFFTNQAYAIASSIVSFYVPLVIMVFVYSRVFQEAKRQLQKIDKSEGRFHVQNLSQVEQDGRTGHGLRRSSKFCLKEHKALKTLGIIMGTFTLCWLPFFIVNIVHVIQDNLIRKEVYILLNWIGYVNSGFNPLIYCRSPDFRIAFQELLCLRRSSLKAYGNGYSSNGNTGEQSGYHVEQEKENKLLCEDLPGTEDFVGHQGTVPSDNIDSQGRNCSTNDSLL
TSHR antagonist: Antagonists of the Thyroid Stimulating Hormone Receptor: HTS campaign. actives 0.2% (n = 330,000). TSHR-expressing cells, TSH-stimulated cAMP HTRF, 2 h; hits give low values. activity change, negative = inhibition, % at 11.5 µM;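 active = activity change below a set negative limit, meaning inhibition stronger than a set level, cut at about -70% in these data; inconclusive = activity change between two set negative limits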; note: % is set by controls: 0 for no effect and ±100 for the full control effect
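Cell-based HTRF cAMP assay; TSHR cells + compound, TSH EC80 (4nM final), 2 h, 37 deg C. Lysis with anti-cAMP cryptate and cAMP-d2, 30 min RT, read 665/620 nm.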
Tb PFK block: qHTS Assay to Find Inhibitors of T. brucei phosphofructokinase | ATP-dependent 6-phosphofructokinase (Trypanosoma brucei brucei), O15648 | T. brucei PFK, ADP-Glo luminescence | Potency, µM (doses to about 57.5 µM), for inactives: top-dose activity, negative = inhibition, most hits filed as inhibitors | actives 0.17% (n = 330,000) | AID 485367, 2010;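 note: potency is the fitted concentration of half-maximal effect; 0% = uninhibited 1x PFK enzyme wells and -100% = no-enzyme wells; nearly all actives have a fitted effect of over 60% in size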
Target sequence (O15648 whole entry, looked up): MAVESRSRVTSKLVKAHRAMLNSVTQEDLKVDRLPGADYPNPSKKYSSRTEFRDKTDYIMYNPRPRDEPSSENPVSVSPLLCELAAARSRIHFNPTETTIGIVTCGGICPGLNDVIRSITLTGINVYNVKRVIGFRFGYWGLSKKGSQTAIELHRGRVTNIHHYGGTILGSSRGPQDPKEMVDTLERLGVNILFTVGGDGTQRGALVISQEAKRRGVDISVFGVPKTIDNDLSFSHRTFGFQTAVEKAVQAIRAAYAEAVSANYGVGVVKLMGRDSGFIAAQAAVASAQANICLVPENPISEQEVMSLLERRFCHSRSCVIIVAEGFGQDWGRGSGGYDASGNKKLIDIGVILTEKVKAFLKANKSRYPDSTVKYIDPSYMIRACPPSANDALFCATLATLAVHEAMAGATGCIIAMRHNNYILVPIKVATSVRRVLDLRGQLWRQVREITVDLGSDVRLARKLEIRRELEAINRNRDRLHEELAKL
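Activity is normalized to no-enzyme wells (full inhibition) and 1.25 nM enzyme wells (no inhibition). Reaction: 0.5 mM F6P, 0.1 mM ATP, 45 min RT, ADP-Glo luminescence; concentration-response curves fitted and classed by quality.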
PTAP TSG101 blk: qHTS Assay for Iinhibitors of HIV-1 Budding by Blocking the Interaction of PTAP/TSG101; Tumor susceptibility gene 101 protein (Homo sapiens), Q99816; Fluorescence polarization, FITC-PTAP peptide / Tsg101 binding; Potency, µM (doses to about 115 µM), for inactives: at the highest dose activity change, negative = inhibition, most hits filed as inhibitors; 340,000 tested, under 10 active; AID 493005, 2010; active = well fitted inhibition curve with a large enough effect in the main read-out, with a control signal flat, not every such curve was filed as active; inconclusive = small, poorly fitted or top-dose-only effect, or effect the other way, or a change in a side signal; inactive = no such curve, though single readings can be large or run the other way; note: potency is the fitted concentration of half-maximal effect; % of control where 0% means no effect
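Fluorescence anisotropy tracks displacement of a FITC-tagged PTAP peptide (50 nM) from the Tsg101 binding domain (10 uM), following a 20 min room-temperature incubation at pH 7.5.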
ELG1 repair inh: qHTS screen for small molecules that inhibit ELG1-dependent DNA repair in human embryonic kidney (HEK293T) cells expressing luciferase-tagged ELG1; HEK293T ELG1-luciferase reporter, luminescence, 16 h; DNA damage induced by 5-fluorouridine; Potency, µM (highest dose often 46.1 µM), without a hit: at the highest dose activity change, negative = inhibition, most hits filed as inhibitors; actives 2.3% (n = 330,000); note: potency is the fitted concentration of half-maximal effect; % is set by controls: 0 for no effect and ±100 for the full control effect; nearly all actives have a fitted effect of over 55% in size
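Step one: seed 2,000 cells per well. Step two: pin-transfer compound or DMSO alongside 5-fluorouridine. Step three: incubate 16 hr, 37 °C, 5% CO2. Step four: add ONE-Glo, wait 30 min, read luminescence.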
TCR act: Activators of T cell receptors: qHTS campaign. primary human leukocytes, anti-CD3, IL-2 HTRF, 48 h. Potency, µM (doses to about 9.22 µM), inactives show at the top dose activation of IL-2 secretion, hits mostly activators. 330,000 tested, under 10 active. AID 504894, 2011; note: % of control where 0% means no effect
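Activity was scored as IL-2 release from primary human leukocytes given only a TCR signal (a-CD3 beads) plus compound for 48 hr. Detection used a two-antibody HTRF format read at 665nm.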
uPA surface inh: qHTS for Inhibitors of Cell Surface uPA Generation; cell surface uPA generation assay, qHTS; Potency, µM (doses to about 38.3 µM), for inactives: top-dose activity change, negative = inhibition, hits mostly inhibitors; actives 0.31% (n = 330,000); active = well fitted inhibition curve with a large enough effect; inconclusive = small, poorly fitted or top-dose-only effect; inactive = no such curve, though single readings can be large or run the other way; tested in mouse RAW 264.7 cells; note: potency is the fitted concentration of half-maximal effect; % is set by controls: 0 for no effect and ±100 for the full control effect; nearly all actives have a fitted effect of over 55% in size
USP2a block: qHTS Assay for Inhibitors of Ubiquitin-specific Protease USP2a Using CHOP2 as the Reporter | Potency, µM (titrated, usually from 38.3 µM), for the others: top-dose activity change, negative = inhibition, hits mostly inhibitors | USP2 core, Ub-CHOP2 coupled fluorogenic reporter, 485/531 | actives 0.01% (n = 330,000) | Ubiquitin carboxyl-terminal hydrolase 2 (Homo sapiens), O75604 | AID 463254, 2010;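 note: potency is the fitted concentration of half-maximal effect; plate controls were DMSO wells for no effect and full inhibition by NEM control for full effect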
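Deubiquitinase activity read as fluorescence (485/531 nm) after Ub-CHOP2 cleavage activates the enterokinase reporter on its substrate; USP2 core 10nM, Ub-CHOP2 and substrate 25nM each, 30min compound preincubation then 60min RT; data normalized to NEM, curves fitted.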
Eya2 phos inh: qHTS Assay for Inhibitors of the Phosphatase Activity of Eya2; Protein phosphatase EYA2 (Homo sapiens), O00167; recombinant Eya2, OMFP fluorescence dephosphorylation (OMFP is methylfluorescein phosphate); Potency, µM (highest dose often 76.9 µM), inactives show at the top dose activity, negative = inhibition, most hits filed as inhibitors; actives 0.006% (n = 330,000); AID 488837, 2010; note: potency is the fitted concentration of half-maximal effect; % is set by controls: 0 for no effect and ±100 for the full control effect
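Eya2 protein (added as 0.2 uM solution) was preincubated with compound for 10 min at ambient temperature in 50 mM HEPES pH 7.5, 50 mM NaCl, 5 uM MgCl2, 0.05% BSA, 1 mM DTT. OMFP (added at 50 uM) then reacted 10 min; fluorescence read at 485/525 nm.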
Mito fusion yeast: qHTS Assay for Small Molecule Inhibitors of Mitochondrial Division or Activators of Mitochondrial Fusion. Potency, µM (doses to about 46.1 µM), without a hit: at the highest dose growth rescue (activation), actives largely listed as activators. actives 0.23% (n = 320,000). S. cerevisiae fusion-defective mutant growth rescue, CellTiterGlo 48 h;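 note: potency is the fitted concentration of half-maximal effect; % of control where 0% means no effect; nearly all actives have a fitted effect of over 45% in size; temperature-sensitive fusion mutants such as fzo1-1 at 37 °C on non-fermentable ethanol glycerol medium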
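Yeast fusion mutant, YPEG (non-fermentable carbon), compound, 48 h at 37C non-permissive; CellTiterGlo added, 10 min RT, luminescence read. Rescued growth = division inhibition.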
Numbers without * were called inactive; u = inconclusive; x = not tested or not shown; [ ] = dose if it differs, or a comment. Unless noted, calls come from the whole dose curve; as a rule, active = well fitted curve in the direction sought with a large enough effect; inconclusive = small, poorly fitted or top-dose-only effect, or another doubt; inactive = no such curve, though single readings can be large; an effect the other way counts as inactive or inconclusive. No enrichment for hits (roughly 3% active in at least one column).

SMILES | BCR signal inh | B2AR arrestin | TSHR antagonist | Tb PFK block | PTAP TSG101 blk | ELG1 repair inh | TCR act | uPA surface inh | USP2a block | Eya2 phos inh | Mito fusion yeast
CN(C)S(=O)(=O)c1ccc(S(=O)(=O)NC2CCOC(C)(C)C2)cc1 (stereo unspecified) | 10.7% | -0.7% | -5.3 | 4.3% | -4.8% | -18.0% | -4.7%[46.1 µM] | 2.6% | 1.2% | 6.3% | -2.4%
O=C(CN(CCO)c1ccccc1)Nc1ccc(Cl)c(S(=O)(=O)N2CCOCC2)c1 | -3.2% | 0.3% | -3.5 | -0.8% | -1.1% | u | 3.7% | -0.9% | 2.8% | -5.0% | 0.4%
Cc1ccc(F)cc1NC(=O)N1CCNC(=O)C1CC(=O)Nc1cc(Cl)ccc1Cl (stereo unspecified) | -1.5% | -0.8% | -12.2 | 3.0% | -8.0% | -14.9% | 2.5% | 1.4% | -1.2% | -4.1% | 14.2%
COc1ccc(Cc2nnc(SCC(=O)NCCc3ccccc3)o2)cc1 | -0.5% | 0.4% | 4.0 | 0.2% | -0.8% | -2.6% | 0.6% | 3.6% | -2.4% | 1.1% | 2.0%
Cc1ccc(-c2nnn(CC(=O)N(c3ccccc3F)C(C(=O)NC3CCCC3)c3ccco3)n2)o1 (stereo unspecified) | 6.4% | -0.3% | -4.7 | 4.6% | -1.3% | -16.4% | -4.4% | x | 2.6% | -3.7% | 1.2%
CCn1cnc2cc(NCc3ccc(C)cc3)ccc21 | u | 0.1% | 0.7 | -7.9% | -7.5% | u | 0.1% | -3.7% | 1.2% | -3.2% | -14.0%
CC(=O)Nc1cc(C)c(S(C)(=O)=O)c(C)c1 | -0.4% | 0.2% | 3.7 | 0.7% | -0.5% | 5.2% | -1.3%[46.1 µM] | 3.8% | 3.3% | -4.5% | -2.4%
N#Cc1ccccc1OCC(=O)NC1CCCCC1 | u | 0.0% | 3.5 | -3.3% | -2.8% | u | -0.8%[46.1 µM] | -4.7% | 2.1% | -2.2% | x
COc1ccccc1Nc1cc(C(=O)N2CCc3ccccc3C2)c2ccccc2n1 | u | -0.4% | -13.1 | 0.4% | x | u | x | x | 2.2% | 13.9% | 0.1%
CCCCc1nc(N2CCOCC2)c(C#N)c2c1CCCC2 | 0.3% | -0.3% | -11.8 | -0.1% | -1.1% | -11.9% | -4.0% | 7.5% | -0.2% | 5.7% | 16.3%
O=C(O)CCCCCNS(=O)(=O)c1ccc2c3c(cccc13)C(=O)N2 | 2.9% | -0.2% | 2.4 | 2.0% | -1.4% | 1.6% | -6.6% | 1.1% | 1.4% | 0.7% | 1.0%
Cc1cc(C)c(NC(=O)C(C)OC(=O)c2cc(Br)c(Br)s2)c(C)c1 (stereo unspecified) | -2.9% | -0.2% | 16.0 | -0.6% | 1.6% | 7.0% | -0.6%[46.1 µM] | 12.8% | 2.9% | 3.5% | -5.4%
CN(C)/C=C1\N=C(c2ccc3c(c2)OCO3)OC1=O | 9.8% | 3.4% | 4.9 | -0.9% | -6.9% | u | 2.9%[46.1 µM] | 4.3% | -1.2% | -2.6% | -2.7%
O=C(Cc1cccs1)Nc1nnc(SCC(=O)NC2CCCCC2)s1 | 4.9% | -1.3% | 1.2 | -3.1% | 1.8% | 1.5% | 5.9% | 6.6% | 1.6% | 26.3% | 0.7%
O=C(/C=C/c1ccccc1)c1ccc2c(c1)OCCCCO2 | u | -0.4% | -10.4 | -0.3% | -8.5% | u | -0.7% | -1.0% | -0.5% | u | 1.2%
Cc1noc(C)c1NC(=O)Nc1ccc2c(c1)C(=O)N([C@H](C)CO)C[C@H](C)[C@@H](CN(C)S(C)(=O)=O)O2 | 0.6% | -4.0% | 30.4 | 2.0% | -2.5% | u | -4.3% | 12.2% | 0.4% | 1.5% | x
S=C(c1nc2ccccc2[nH]1)N1CCOCC1 | u | -0.3% | 2.0 | -15.6% | -2.4% | 10.6% | 9.0%[46.1 µM] | 2.1% | 0.0% | 0.0% | -3.2%
CCCCNc1nc2ccccc2nc1NS(=O)(=O)c1ccc(F)cc1 | 1.5% | -0.6% | -11.0 | 1.8% | -3.1% | 2.2% | -7.2% | -6.1% | -2.8% | u | 28.9%
Cc1ccc(C)c(NC(=O)CCC(=O)N2CCOc3ccccc32)c1 | -4.1% | 0.3% | -0.3 | 0.1% | -1.5% | 5.5% | -2.1% | -1.5% | -1.5% | 9.3% | -0.9%
NC(=O)c1cc(C(=O)c2ccc(Cl)cc2Cl)c[nH]1 | -9.5% | 0.0% | -2.8 | 3.5% | -0.9% | u | -0.5% | -1.5% | 0.0% | -1.7% | 6.9%
COC(=O)C1C(=O)c2c([nH]c(C(=O)OCCOC(C)C)c2C)CC1C (stereo unspecified) | 21.2% | -0.1% | -0.1 | -4.6% | -1.8% | 42.2% | -5.1% | 1.7% | -0.5% | -2.7% | -0.4%
CC(=O)N1CCC(=NNc2ccc(S(N)(=O)=O)cc2[N+](=O)[O-])CC1 | u | -0.3% | -0.3 | 2.6% | 1.0% | u | 5.4% | 2.8% | -0.7% | -9.4% | -1.2%
COC(=O)c1cn(NC(=O)C2CCCCC2)c(=O)c2ccccc12 | 8.0% | -0.1% | 8.3 | -1.3% | -6.3% | 16.8% | -0.6% | -2.3% | 1.7% | 3.6% | 10.6%
COc1ccc(NC(=O)C23CC4CC(CC(Cl)(C4)C2)C3)cc1S(=O)(=O)N1CCOCC1 | -13.5% | -0.6% | -17.9 | -14.5% | -2.6% | 16.4µM* | -2.0%[46.1 µM] | -4.4% | 1.2% | -18.3% | x
O=C(CN1CCCCCC1)OCCN=C1NS(=O)(=O)c2ccccc21 | 5.4% | -0.2% | 2.1 | 0.9% | -4.8% | 10.0% | 1.7% | 0.8% | -1.9% | 11.0% | 0.0%
Cc1ccc(NC(=O)CN2c3cccc4cccc(c34)S2(=O)=O)cc1S(=O)(=O)N1CCOCC1 | -0.2% | -0.2% | -11.8 | 0.3% | -2.8% | u | 2.0%[46.1 µM] | 1.0% | 0.8% | 4.4% | 0.7%
Cc1ccc2c(c1)C1(SCCS1)C(=O)N2 | -23.8% | -0.6% | -1.9 | 1.6% | -6.4% | 20.4% | -2.1% | x | 0.3% | -6.4% | -0.9%
O=C(Nc1ccc(C(=O)N2CCC(N3CCOCC3)CC2)cc1)c1ccc(Br)o1 | -7.8% | -0.9% | 0.6 | 0.0% | -0.7% | u | 7.4% | 11.5% | 0.5% | 5.3% | -1.9%
CC1CN(c2cnn(C(C)C)c(=O)c2Cl)CC(C)O1 (stereo unspecified) | 5.8% | -0.3% | 4.1 | 3.8% | -7.7% | 9.8% | -3.6% | 14.2% | 0.7% | 2.9% | 0.0%
OCC(O)CNC(=S)NC1CCCCC1 (stereo unspecified) | u | -0.3% | -5.0 | -1.8% | 1.1% | 10.8% | -5.6% | 10.8% | -5.3% | -6.0% | 4.1%
CCC(C)C(=O)Nc1nnc(-c2cccs2)s1 (stereo unspecified) | -10.1% | -0.8% | -6.4 | -5.8% | -1.0% | u | 5.6% | -2.8% | 0.7% | 8.0% | -12.6%
Cn1c(=O)oc2cc(S(=O)(=O)Nc3ccccc3)ccc21 | -3.6% | 0.1% | -1.2 | 0.1% | 1.2% | 29.5% | 2.7% | 1.5% | -7.4% | 5.5% | u
CC(=O)c1sc(NS(=O)(=O)c2ccc(C)cc2)nc1C | 14.2% | -0.1% | 6.4 | 1.7% | -1.6% | 2.4% | -9.2% | 4.9% | 2.1% | 14.6% | 5.0%
